Source: PubChem (National Center for Advancing Translational Sciences (NCATS))
Tau fibril FP = qHTS for Inhibitors of Tau Fibril Formation, Fluorescence Polarization; Microtubule-associated protein tau (Homo sapiens), P10636; hit rate 0.39% among 280,000; AID 1468, 2008; Potency, µM (doses to about 57.7 µM), for inactives: top-dose activity, negative = inhibition, hits mostly inhibitors; K18 P301L tau heparin fibrillization, Alexa594 FP, 6 h; further: on the % scale 0 is the no-effect control and ±100 the full control effect; nearly all actives have a fitted effect of over 55% in size
Target sequence (P10636 561-689 P618L limits assumed): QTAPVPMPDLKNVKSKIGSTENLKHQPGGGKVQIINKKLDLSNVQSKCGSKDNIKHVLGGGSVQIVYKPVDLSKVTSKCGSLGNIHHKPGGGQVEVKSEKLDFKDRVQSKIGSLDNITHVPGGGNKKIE
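Human tau K18 […] P301L fragment, 15 uM unlabeled plus 0.24 uM Alexa 594-labeled tau (final), with compound and 20 uM heparin in 100 mM sodium acetate pH 7; 6 hr at 37 C, then Alexa 594 FP read.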
JMJD2E inh = qHTS Assay for Inhibitors of Human Jumonji Domain Containing 2E (JMJD2E) | Potency, µM (top dose mostly 57.1 µM), for the others: at the highest dose activity change, negative = inhibition, hits mostly inhibitors | Lysine-specific demethylase 4E (Homo sapiens), B2RXH2 | AID 2147, 2009 | hit rate 1.6% among 230,000 | JMJD2E catalytic domain, FDH-coupled NADH fluorescence (FDH is formaldehyde dehydrogenase); active means well fitted inhibition curve with a large enough effect, not every such curve was filed as active; inconclusive means small, poorly fitted or top-dose-only effect, or another doubt; inactive means no such curve, though single readings can be large or run the other way;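 further: 0% = wells with enzyme and -100% = buffer wells without enzyme; nearly all actives have a fitted effect of over 50% in size; many of its hits are not listed in these tables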
Target sequence (B2RXH2 1-337 limits assumed): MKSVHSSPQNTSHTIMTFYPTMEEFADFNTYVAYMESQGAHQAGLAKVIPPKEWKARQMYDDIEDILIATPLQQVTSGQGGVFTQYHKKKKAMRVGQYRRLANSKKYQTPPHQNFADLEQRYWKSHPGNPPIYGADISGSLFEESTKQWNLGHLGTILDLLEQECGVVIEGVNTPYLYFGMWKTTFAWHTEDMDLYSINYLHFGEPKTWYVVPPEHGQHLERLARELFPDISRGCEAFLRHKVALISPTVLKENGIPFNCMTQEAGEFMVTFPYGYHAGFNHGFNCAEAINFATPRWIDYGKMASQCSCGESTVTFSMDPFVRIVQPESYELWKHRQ
Tau fluor cs = Counterscreen qHTS for Inhibitors of Tau Fibril Formation, Fluorescence Polarization. hit rate 0.93% among 280,000. Potency, µM (titrated, usually from 57.7 µM), inactives show at the highest dose activity change, negative = decrease. AID 1463, 2008. tau K18 P301L Alexa594 fluorescence, heparin fibrillization; further: on the % scale 0 is the no-effect control and ±100 the full control effect; nearly all actives have a fitted effect of over 55% in size
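Human tau K18 P301L (15 uM unlabeled, 0.24 uM Alexa 594-labeled) in 100 mM sodium acetate pH 7 with 20 uM heparin, 6 hr at 37 C. ThT 30 uM added, 1 hr ambient; Alexa 594 FP and total fluorescence read at 555/632 nm.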
HTT ATP protect = qHTS Multiplex Assay to Identify Dual Action Probes in a Cell Model of Huntington: Cytoprotection (ATP). PC12 HTT-Q103 induced, cytoprotection, ATP luminescence, 40 h. Potency, µM (doses to about 56.4 µM), for the others: cytoprotection (ATP increase), actives largely listed as activators. hit rate 0.14% among 230,000. AID 1471, 2008;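 further: % of control where 0% means no effect; nearly all actives have a fitted effect of over 45% in size; toxic huntingtin expression switched on by the ecdysone agonist tebufenozide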
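Cells were plated at 1500 per well in phenol red-free DMEM with 5% equine and 5% calf serum. Tebufenozide (100 nM final) and compounds were added, then ATPlite reagent, and luminescence was read.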
SMN2 splice up = qHTS Assay for Enhancers of SMN2 Splice Variant Expression; HEK293 SMN2-luciferase splicing reporter, luminescence, 30-36 h; hit rate 2.8% among 210,000; AID 1458, 2008; Potency, µM (series often up to 46.1 µM), inactives show top-dose activity change, positive = activation, hits mostly activators; further: % of control where 0% means no effect; nearly all actives have a fitted effect of over 55% in size
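HEK293 cells carry an SMN2 […]–luciferase reporter in which exon 7 inclusion puts luciferase in frame. Cells were plated 10-12 h before compound addition, then incubated 30-36 h at 37C. ONE-Glo luminescence was read; sodium butyrate at 4.5 mM final served as control.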
ALDH1A1 block = qHTS Assay for Inhibitors of Aldehyde Dehydrogenase 1 (ALDH1A1); Aldehyde dehydrogenase 1A1 (Homo sapiens), P00352; Purified ALDH1A1, NADH fluorescence, propionaldehyde substrate; Potency, µM (doses to about 75.3 µM), without a hit: at the top dose activity, negative = inhibition, most hits filed as inhibitors; hit rate 7.3% among 220,000; active means well fitted inhibition curve with a large enough effect, not every such curve was filed as active; inconclusive means small, poorly fitted or top-dose-only effect, or another doubt; inactive means no such curve, though single readings can be large or run the other way;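 further: plate controls were no enzyme wells and a reference inhibitor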
Target sequence (P00352 whole entry, looked up): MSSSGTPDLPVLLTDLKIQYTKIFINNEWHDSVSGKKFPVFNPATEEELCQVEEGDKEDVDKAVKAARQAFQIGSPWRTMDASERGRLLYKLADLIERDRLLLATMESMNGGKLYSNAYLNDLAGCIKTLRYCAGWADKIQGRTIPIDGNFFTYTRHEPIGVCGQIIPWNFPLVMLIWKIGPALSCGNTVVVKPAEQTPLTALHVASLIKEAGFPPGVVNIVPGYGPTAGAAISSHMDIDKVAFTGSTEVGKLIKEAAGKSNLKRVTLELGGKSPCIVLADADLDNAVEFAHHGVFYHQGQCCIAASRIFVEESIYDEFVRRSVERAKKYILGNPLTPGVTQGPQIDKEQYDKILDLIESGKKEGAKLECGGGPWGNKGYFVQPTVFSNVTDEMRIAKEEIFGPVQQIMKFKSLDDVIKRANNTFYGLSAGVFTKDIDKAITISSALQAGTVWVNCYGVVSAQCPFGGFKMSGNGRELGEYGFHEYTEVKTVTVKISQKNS
HttQ103 aggreg = qHTS Multiplex Assay to Identify Dual Action Probes in a Cell Model of Huntington: Aggregate Formation (GFP) | PC12 HttQ103-GFP aggregates, Acumen cytometry, 40 h | Potency, µM (series often up to 46.1 µM), inactives show at the highest dose activity change, negative = inhibition, most hits filed as inhibitors | hit rate 1.1% among 220,000 | AID 1688, 2009; further: on the % scale 0 is the no-effect control and ±100 the full control effect; nearly all actives have a fitted effect of over 60% in size
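Huntingtin Q103 exon 1–GFP aggregates in induced PC12 cells (100 nM tebufenozide) were quantified by cytometry from lysates, with compounds dosed in titration.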
Tau ThT inhib = qHTS for Inhibitors of Tau Fibril Formation, Thioflavin T Binding | Microtubule-associated protein tau (Homo sapiens), P10636 | recombinant tau K18 P301L, heparin-induced fibrillization, ThT fluorescence | Potency, µM (highest dose often 57.4 µM), for the others: top-dose activity, negative = inhibition, actives largely listed as inhibitors | hit rate 2.1% among 270,000; further: on the % scale 0 is the no-effect control and ±100 the full control effect; nearly all actives have a fitted effect of over 55% in size
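Using a mix of unlabeled (15 uM) and Alexa 594-labeled (0.24 uM) tau K18 P301L, heparin-triggered fibrillization over 6 hr at 37 C was scored by ThT fluorescence.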
Numbers without * were called inactive; ? = inconclusive; / = no result given; & = joins results of further samples; [ ] = another dose, or the depositor's remark. Unless noted, the call rests on the fitted dose curve; in most records, active means well fitted curve in the direction sought with a large enough effect; inconclusive means small, poorly fitted or top-dose-only effect, or another doubt; inactive means no such curve, though single readings can be large; an effect the other way counts as inactive or inconclusive. Potency means the concentration at half of the fitted maximal effect. A portion of the library. The share of hits here may be higher or lower than overall.

SMILES	Tau fibril FP	JMJD2E inh	Tau fluor cs	HTT ATP protect	SMN2 splice up	ALDH1A1 block	HttQ103 aggreg	Tau ThT inhib
CC(C)Sc1ncc(S(=O)(=O)c2ccccc2)c(=O)[nH]1	7%	-6%	3%	8%[10 µM]	-6%	7%	-14%	3%
NS(=O)(=O)c1ccc(N=NN2CCCCC2)cc1	4%	8%	-7%	18%[10 µM]	/	8%	-11%[9.22 µM]	-14%
CCOC(=O)C1CCN(c2ncnc3c2[nH]c2cccc(OC)c23)CC1	7%	?	-14%	-5%[0.074 µM]	5%	?	17%	?
CCOC(=O)CCN1C(=O)[C@H]2[C@H]3[C@H](O)[C@H](O)C/C(=N/O[C@@H]4O[C@@H](COC(C)=O)[C@@H](OC(C)=O)[C@@H](OC(C)=O)[C@H]4OC(C)=O)[C@@H]3CC[C@@H]2C1=O	-2%[11.6 µM]	/	-2%[11.6 µM]	-7%[10 µM]	/	-1%[13.5 µM]	/	-3%[11.5 µM]
CCCCNS(=O)(=O)c1ccc(S(=O)(=O)n2cnc3ccccc32)cc1	3%	13%	0%	8%[1.9 µM]	-13%	5%	0%	-5%
Cc1ccc(C(=O)C(OC(=O)c2c(C)cc(=O)oc2C)c2ccccc2)cc1 (stereo unspecified)	-4%	7%	-14%	-14%	17%	-8%	?	-17%
COc1ccccc1OCCOCCOc1c(C)cc(C)cc1Br	-1%	-3%	-4%	-10%[10 µM]	10%	3%	-7%	?
COC(=O)N1C/C=C\C(c2ccc(OC)cc2)N(Cc2ccc(F)cc2)C(=O)C1 (stereo unspecified)	6%	9%	23%	9%[10 µM]	/	/	-23%[9.22 µM]	10%
O=C(OCc1cnc(Cl)s1)c1cccs1	0%	4%	4%	-10%	-4%	-2%	-8%	4%
O=C(CCNS(=O)(=O)c1cccc2nsnc12)NCc1ccco1	1%	-10%	-4%	-29%	-4%	-5%	3%	-6%
CCOC(=O)c1c(NC(=O)CCc2ccc(CC)o2)sc(C)c1C	-6%	-19%	-8%	-19%	-16%	?	-7%	?
Cc1nn(Cc2ccccc2)c(N)c1-c1ccccc1	2%	-1%	-2%	-14%	-17%	2%	-2%[9.22 µM]	-1%
Cc1cccc(OCC(=O)Nc2ccc(C(=O)NCC(C)C)cc2)c1	-1%	7%	-9%	-12%[10 µM]	-7%	8%	27%	-15%
CCOc1cc(S(=O)(=O)NCc2ccccc2)ccc1Br	-5%	-15%	-19%	-5%	0%	-5%	-1%	-7%
C=CCOC(=O)NC(c1ccc(F)c(F)c1)C(C(C)=O)C(=O)OC (stereo unspecified)	-3%	4%	-3%	-9%	-5%	3%	/	-3%
Cc1nn(C)c(C)c1S(=O)(=O)N1CCC(C(=O)NC2CCCCCC2)CC1	2%	-6%	1%	-20%[10 µM]	-5%	3%	3%	-4%
COc1cc(/C=N/Nc2cc(C)nc(NS(=O)(=O)c3ccc(C)cc3)n2)ccc1O	12%	?	-25%	3%[10 µM]	?	-59%	-8%	?
CCOc1ccc(/C(O)=C2/C(=O)C(=O)N(CCN(C)C)C2c2ccccc2)cc1Cl (stereo unspecified)	10%	-15%	6%	-7%[10 µM]	-4%	?	0%	0%
O=C(NC(Cc1c[nH]c2ccccc12)c1nnc2n1CCCCC2)c1ccc(Cl)cc1 (stereo unspecified)	-8%	-1%	-14%	-35%	-17%	-3%	7%	-8%
COc1ccccc1C(=O)N1CCC(c2c[nH]c3ccccc23)(c2c[nH]c3ccccc23)CC1	2%	/	?	/	?	/	/	-4%

Overlap with the part before: 2 compounds, then new ones.
SMILES	Tau fibril FP	JMJD2E inh	Tau fluor cs	HTT ATP protect	SMN2 splice up	ALDH1A1 block	HttQ103 aggreg	Tau ThT inhib
O=C(NC(Cc1c[nH]c2ccccc12)c1nnc2n1CCCCC2)c1ccc(Cl)cc1 (stereo unspecified)	-8%	-1%	-14%	-35%	-17%	-3%	7%	-8%
COc1ccccc1C(=O)N1CCC(c2c[nH]c3ccccc23)(c2c[nH]c3ccccc23)CC1	2%	/	?	/	?	/	/	-4%
Cc1ccc(S(=O)(=O)Cn2nnnc2C(C(C)C)N2CCc3ccccc3C2)cc1 (stereo unspecified)	?	?	-27%	9%	-6%	10µM*	-2%	?
CCOC(=O)C1=C(CC)Nc2ccccc2N=C1NC(=O)Cn1cnc2ccccc2c1=O	-1%	3%	2%	19%[10 µM]	7%	7%	-4%	-5%
Cc1ccc(C)n1-n1c(C)nc2sc3c(c2c1=O)CCCCC3	0%	-2%	-8%	14%[10 µM]	-32%[inhibitor]	-2%	-5%	-21%
CC(=O)OCCn1c(=O)c2cc3c(=O)n(CCOC(C)=O)c(=O)c3cc2c1=O	-7%	1%	-1%	-13%	-12%	?	16%	-8%
CCC(C)Nc1nc(CN2CCOCC2)nc2sc3c(c12)CCC3 (stereo unspecified)	-3%	219%	-5%	-13%	1%	-6%	13%	-12%
COc1ccc(N2C(=O)C3C4C=CC(c5ccccc5)(C3C2=O)C2C(=O)N(c3ccc(OC)cc3)C(=O)C42)cc1 (stereo unspecified)	-12%	12%	-18%	/	6%	?	/	-3%
CC(C)CC(=O)NC(=S)Nc1ccccc1N1CCCC1	-4%	-11%	?	-4%[10 µM]	/	/	-5%[9.22 µM]	?
COc1ccc(-c2c(C(F)(F)F)nn(C)c2NC(C)=O)cc1	-4%	6%	-2%	4%[10 µM]	/	/	-3%[9.22 µM]	/
CCOc1ccc(-c2nnc(N(CC)C(=O)C3CCC3)s2)cc1	9%	?	-3%	-5%[10 µM]	15%	?	-21%	-13%
CCN=C1SC(CC(=O)Nc2sc(C)c(C)c2C(=O)OC)C(=O)N1CC (stereo unspecified)	?	-5%	-8%	-5%	5%	?	5%	-9%
COc1ccc(C2c3c(noc3C)CC(C)(O)C2C(C)=O)cc1 (stereo unspecified)	-6%	13%	-3%	-9%[10 µM]	/	/	-15%[9.22 µM]	-2%
Cc1ccc(CNC(=O)CN(C)S(=O)(=O)c2ccc(Br)s2)cc1	-7%	/	-16%	/	-22%	/	/	-7%
COc1cc(C(=O)NCC(c2cccnc2)N2CCN(c3ccc(F)cc3)CC2)cc(OC)c1OC (stereo unspecified)	11%&-4%	0%	-15%&-9%	-22%	-22%	-2%	-1%	-13%&-14%
CC1=CCC2C(=O)N(c3ccc(OC(=O)c4ccco4)cc3)C(=O)C2C1 (stereo unspecified)	-7%	-26%	-14%	-6%[10 µM]	/	-3%	-16%[9.22 µM]	-16%
Cc1ccc(S(=O)(=O)N(C)/N=C/C=C/c2ccccc2)cc1	9%	0%	-12%	15%[10 µM]	/	?	?	-16%
O=C(NC1CCCCC1)c1cc(-c2ccccn2)nc2ccccc12	-2%	0%	0%	-11%[10 µM]	6%	-5%	7%	-6%
CC[C@H](C)[C@H](N)C1=N[C@H](C(=O)N[C@@H](CC(C)C)C(=O)N[C@@H](CCC(=O)O)C(=O)N[C@@H](C(=O)N[C@H]2CCCCNC(=O)[C@@H](CC(N)=O)NC(=O)[C@@H](CC(=O)O)NC(=O)[C@@H](Cc3cnc[nH]3)NC(=O)[C@@H](Cc3ccccc3)NC(=O)[C@@H]([C@@H](C)CC)NC(=O)[C@@H](CCCN)NC2=O)[C@@H](C)CC)CS1	/	-24%[25.5 µM]	/	2%[40.3 µM]	-8%[20.6 µM]	3%[20.9 µM]	-8%[20.6 µM]	/
CN1/C(=C\C(=O)c2oc3ccccc3c2N)C(C)(C)c2ccccc21	4%	?	-7%	-44%[inhibitor]	-23%	0%	-18%	-10%
COc1ccc(CNC(=O)Cn2nc(C(F)(F)F)c3c2CCC3)cc1	1%	-3%	-3%	-5%	11µM*	0%	9%	7%
c1coc(-c2nc3nc4ccccc4n3nc2-c2ccco2)c1	1%	0%	-9%	-41%[inhibitor]	-5%	2%	7%	?
COc1ccc(S(=O)(=O)N2c3cc(Cl)ccc3Oc3nc4ccccc4nc32)cc1	?	2%	-29%	-76%[inhibitor][10 µM]	-1%	-15%	31%	-2%
O=C(CCC1CCCN(C(=O)c2cccs2)C1)N1CCN(c2ccccn2)CC1 (stereo unspecified)	-1%	?	0%	7%[10 µM]	/	-4%	-1%[9.22 µM]	1%
CC1CC(C)CN(c2ccc(C(=O)NCc3ccc4c(c3)OCO4)cc2[N+](=O)[O-])C1 (stereo unspecified)	-14%	-2%	-28%	-9%[10 µM]	-8%	?	-7%	?
COc1ccc(-c2cc3nc(-c4ccc(C)cc4)cc(C(F)(F)F)n3n2)cc1	-16%	/	-4%	/	5%	/	/	-7%
Cc1ccc(C(=O)NN2C(=O)C3C(C2=O)C2C=CC3C23CC3)cc1 (stereo unspecified)	0%	8%	-8%	-20%	-17%	-8%	-6%	-4%
COc1ccc(NC(=O)c2cc(C3CC3)on2)c(OC)c1	4%	4%	-6%	12%[10 µM]	20µM*	2%	?	-16%
Cc1[nH]n(-c2ccccc2)c(=O)c1/C=N/O	1%	-3%	3%	-32%	-20%	5%	?	-1%
CCOC(=O)N1CCN(CCC(=O)Nc2ccc(OC)cc2OC)CC1	5%	-8%	-3%	10%[10 µM]	-19%	11%	8%	-14%
COc1ccc(NC(=O)CSc2nc3ccncc3[nH]2)c(OC)c1	-10%	/	-5%	/	-41%[inhibitor]	/	/	-12%
CC(C)(CO)Nc1nc(N2CCCC2)nc(N2CCCC2)n1	0%	4%	1%	14%[10 µM]	-17%	-15%	-5%	-6%
O=C(OCc1nc2ccccc2[n+]([O-])c1C(=O)c1ccccc1)c1ccco1	0%	-2%	-21%	-8%[10 µM]	/	/	-20%[9.22 µM]	/
CCCCn1c(SCC(=O)NCc2ccco2)nc2ccccc2c1=O	0%	-6%	-6%	3%	-14%	-6%	-6%[9.22 µM]	-7%
